Compound activity from PubChem BioAssay.
Tau fibril FP: tau fibrillization inhibition (FP); hit rate 0.39% among 280,000; P10636; K18 P301L tau heparin fibrillization, Alexa594 FP, 6 h; AID 1468; Potency, µM (highest dose often 57.7 µM), for the others: at the top dose activity, negative = inhibition, actives largely listed as inhibitors; note: % is set by controls: 0 for no effect and ±100 for the full control effect; nearly all actives have a fitted effect of over 55% in size
Target sequence (P10636 561-689 P618L limits assumed): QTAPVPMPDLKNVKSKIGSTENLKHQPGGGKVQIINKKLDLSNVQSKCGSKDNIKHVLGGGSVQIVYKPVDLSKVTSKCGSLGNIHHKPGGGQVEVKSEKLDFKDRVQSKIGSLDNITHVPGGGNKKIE
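Human K18 P301L fragment (15 uM unlabeled plus 0.24 uM Alexa 594-labeled) in 100 mM sodium acetate pH 7 with compound, aggregation induced by 20 uM heparin for 6 hr at 37 C. ThT (30 uM) added for 1 hr, then Alexa 594 FP read.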
TRb-SRC2 inh: TRbeta-SRC2 interaction inhibition | Potency, µM (doses to about 106 µM), for the others: at the highest dose activity change, negative = inhibition, most hits filed as inhibitors | hit rate 0.065% among 280,000 | P10828 | TRbeta-SRC2 peptide binding, fluorescence polarization; receptor liganded with 1 µM T3 | AID 1469;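 note: plate controls were bound peptide for no effect and peptide without receptor for full effect; nearly all actives have a fitted effect of over 50% in size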
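Fluorescence polarization of 20 nM Texas Red SRC2 peptide (20-aa NR interaction domain) bound to 0.6 uM human TRb ligand-binding domain, with 1 uM T3, after 5 hr at ambient temperature; inhibition seen as decreased polarization.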
L3MBTL1 inh: L3MBTL1 (human) inhibition | AlphaScreen L3MBTL1–H3K9me1 peptide binding | hit rate 0.66% among 230,000 | Potency, µM (series often up to 57.1 µM), without a hit: top-dose activity, negative = inhibition, most hits filed as inhibitors | Q9Y468; note: % is set by controls: 0 for no effect and ±100 for the full control effect; nearly all actives have a fitted effect of over 60% in size
Target sequence (Q9Y468 whole entry, looked up): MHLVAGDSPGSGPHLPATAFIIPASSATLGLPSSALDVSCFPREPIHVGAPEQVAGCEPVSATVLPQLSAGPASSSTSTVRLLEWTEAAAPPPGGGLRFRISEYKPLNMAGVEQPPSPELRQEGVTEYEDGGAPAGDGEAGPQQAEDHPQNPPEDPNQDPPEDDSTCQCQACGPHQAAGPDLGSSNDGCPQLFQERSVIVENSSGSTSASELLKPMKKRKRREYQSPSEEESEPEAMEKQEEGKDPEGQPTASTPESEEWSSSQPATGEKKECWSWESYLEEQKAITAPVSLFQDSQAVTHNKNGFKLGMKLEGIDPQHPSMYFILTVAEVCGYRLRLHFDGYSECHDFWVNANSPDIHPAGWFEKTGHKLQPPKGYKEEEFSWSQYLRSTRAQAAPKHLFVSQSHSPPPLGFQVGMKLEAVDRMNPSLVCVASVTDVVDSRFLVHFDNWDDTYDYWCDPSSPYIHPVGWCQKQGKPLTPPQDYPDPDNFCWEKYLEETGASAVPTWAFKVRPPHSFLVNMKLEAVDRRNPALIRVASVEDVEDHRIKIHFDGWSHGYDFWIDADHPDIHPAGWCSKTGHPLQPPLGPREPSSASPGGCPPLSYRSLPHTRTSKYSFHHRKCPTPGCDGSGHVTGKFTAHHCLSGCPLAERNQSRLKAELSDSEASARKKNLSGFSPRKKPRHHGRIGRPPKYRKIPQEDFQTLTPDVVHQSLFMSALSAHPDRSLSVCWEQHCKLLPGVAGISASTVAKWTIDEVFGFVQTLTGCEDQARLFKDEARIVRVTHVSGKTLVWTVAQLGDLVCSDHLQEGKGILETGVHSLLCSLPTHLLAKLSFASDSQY
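Displacement of a biotinylated histone H3(1-15) peptide monomethylated at Lys9 (75 nM) from L3MBTL1 (50 nM) was measured by AlphaScreen after a 30 min room-temperature compound incubation; cefsulodin titration served as intraplate control.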
RECQ1 helicase: blocks DNA unwinding by human RECQ1; P46063; RECQ1 DNA unwinding, red fluorescence kinetic read; Potency, µM (series often up to 57.3 µM), for the others: top-dose activity, negative = inhibition, actives largely listed as inhibitors; hit rate 0.54% among 240,000;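 note: plate controls were vehicle for no effect and no enzyme for full effect; nearly all actives have a fitted effect of over 30% in size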
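RECQ1T1 50 nM; forked duplex (20 bp + 30-nt ss tails) 200 nM, ATP 2 mM final; pH 8.0, 2 mM MgCl2, 2.5 ug/ml poly(dI-dC); 15 min compound preincubation; discontinuous kinetic read over 2 h at RT.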
Tau fluor cs: counter-screen for tau fibril formation inhibitors; tau K18 P301L Alexa594 fluorescence, heparin fibrillization; Potency, µM (doses to about 57.7 µM), for the others: at the highest dose activity change, negative = decrease; hit rate 0.93% among 280,000; note: % is set by controls: 0 for no effect and ±100 for the full control effect; nearly all actives have a fitted effect of over 55% in size
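Human tau K18 P301L (15 uM unlabeled, 0.24 uM Alexa 594-labeled) in 100 mM sodium acetate pH 7 with 20 uM heparin, 6 hr at 37 C. ThT 30 uM added, 1 hr ambient; Alexa 594 FP and total fluorescence read at 555/632 nm.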
TR SRC2 fluor cs: Texas Red fluorescence interference in TRb-SRC2 counter-screen; TRb/SRC2 Texas Red total fluorescence interference; Potency, µM (highest dose often 106 µM), for the others: top-dose fluorescence change, negative = quenching; hit rate 0.29% among 280,000; AID 1479; active = well fitted curve in either direction with a large enough effect; inconclusive = small, poorly fitted or top-dose-only effect; note: % is set by controls: 0 for no effect and ±100 for the full control effect
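Human TRb ligand-binding domain at 0.6 uM with 20 nM Texas Red SRC2 peptide in Tris buffer containing 1 uM T3 and 5% DMSO, incubated with compound 5 h at ambient temperature. Total fluorescence (555/632 nm) calculated as parallel + 2 × perpendicular.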
Tau ThT inhib: inhibitors of human tau fibril formation, thioflavin T binding. P10636. recombinant tau K18 P301L (four-repeat tau fragment), heparin-induced fibrillization, ThT fluorescence. Potency, µM (series often up to 57.4 µM), for the others: at the highest dose activity, negative = inhibition, actives largely listed as inhibitors. hit rate 2.1% among 270,000. AID 1460; note: % is set by controls: 0 for no effect and ±100 for the full control effect; nearly all actives have a fitted effect of over 55% in size
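Aggregation was driven by heparin (20 uM final) acting on recombinant tau […] bearing P301L in 100 mM sodium acetate pH 7; fibrils were detected with Thioflavin T.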
HTT ATP protect: Huntington cell model cytoprotection by ATP luminescence. PC12 HTT-Q103 induced, cytoprotection, ATP luminescence, 40 h. Potency, µM (titrated, usually from 56.4 µM), without a hit: cytoprotection (ATP increase), hits mostly activators. hit rate 0.14% among 230,000. AID 1471;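 note: % of control where 0% means no effect; nearly all actives have a fitted effect of over 45% in size; toxic huntingtin expression switched on by the ecdysone agonist tebufenozide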
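Quantitative HTS on tebufenozide-induced (100 nM) PC12 cells expressing HTTQ103 exon 1–GFP; compounds tested as a concentration series; survival measured via cellular ATP.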
The depositor's hits bear a star; i = inactive; u = inconclusive; x = no result given; & = joins results of further samples; [ ] = another dose, or the depositor's remark. Unless noted, calls come from the whole dose curve; as a rule, active = well fitted curve in the direction sought with a large enough effect; inconclusive = small, poorly fitted or top-dose-only effect, or another doubt; inactive = no such curve, though single readings can be large; an effect the other way counts as inactive or inconclusive. Potency is the fitted concentration of half-maximal effect. An excerpt (hit frequency here may not be typical).

SMILES	Tau fibril FP	TRb-SRC2 inh	L3MBTL1 inh	RECQ1 helicase	Tau fluor cs	TR SRC2 fluor cs	Tau ThT inhib	HTT ATP protect
COc1ccc(NC(=O)CCN2CC(C)OC(C)C2)c(OC)c1 (configuration not stated)	2%	-2%	11%	i	0%	0%	-6%	12%[10 µM]
O=C(Cc1cccc2ccccc12)NC(=S)Nc1cccc(C(=O)O)c1	-2%	5%	8%	14%	-5%	-2%	-7%	-13%
C=CCNC(=O)Nc1ccc(F)c(Cl)c1	7%	-6%	3%	i	6%	1%	2%	23%
COc1ccc(/C=C/c2nnc(NC(=O)CSc3ccc(Cl)cc3)s2)cc1	-13%	-1%	8%	-10%	-8%	-4%	u	4%[10 µM]
CCN1C=CC(=C2C(=O)c3ccccc3C2=O)C=C1	-3%	-8%	19%	-16%	-4%	-9%	u	-159%[inhibitor]
COC(=O)c1sccc1NC(=O)CC1C(=O)NCCN1C(=O)Nc1ccc(C(F)(F)F)cc1 (configuration not stated)	0%	-3%	-7%	-9%	-13%	-3%	-4%	0%[10 µM]
O=C(CSc1ncc(-c2ccccc2)n1-c1ccccc1)NCc1ccco1	-2%	-16%	-21%[11.4 µM]	-2%	-7%	0%	u	24%
CCC(CC)C(=O)Nc1ccc([N+](=O)[O-])cn1	9%	-2%	x	-18%	-6%	-5%	-5%	-26%
Cc1ccn2cc(CNC(=O)c3cccs3)nc2c1	-1%	3%	-4%	i	0%	2%	-14%	16%[10 µM]
COc1ccc2c(c1)CC(NC(=O)Nc1ccc(NC(C)=O)cc1)CO2 (configuration not stated)	-1%	3%	x	x	6%	-2%	0%	x
CC(=O)NC1=NN(C(C)=O)C(C)(CS(=O)(=O)c2ccc3ccccc3c2)S1 (configuration not stated)	-5%	-16%	-4%	-2%	-5%	-2%	0%	16%[1.9 µM]
O=C(Cc1ccc(Cl)cc1)NC1CC1	4%	-5%	-7%	-7%	6%	-1%	0%	-10%

Only RECQ1 helicase and L3MBTL1 inh (3 entries from above):
SMILES,RECQ1 helicase,L3MBTL1 inh
C=CCNC(=O)Nc1ccc(F)c(Cl)c1,i,3%
COc1ccc(/C=C/c2nnc(NC(=O)CSc3ccc(Cl)cc3)s2)cc1,-10%,8%
CCN1C=CC(=C2C(=O)c3ccccc3C2=O)C=C1,-16%,19%

Continuation.
SMILES	Tau fibril FP	TRb-SRC2 inh	L3MBTL1 inh	RECQ1 helicase	Tau fluor cs	TR SRC2 fluor cs	Tau ThT inhib	HTT ATP protect
Cc1ccc(NCC(=O)NNC2=NCCC2)c(C)c1	11%	3%	-6%	-1%	10%	0%	6%	-6%[10 µM]
Cc1ccc(NCc2nc3ccccc3n2C)cc1	7%	14%	37%[activator][11.4 µM]	8%	3%	-2%	7%	12%
CCOc1ccc(Br)cc1CN(CC)CC	-4%	2%	-4%	-3%	-12%	0%	-12%	8%[10 µM]
O=C(NCc1cccs1)C(=O)NCC1OCCCN1S(=O)(=O)c1ccccc1 (configuration not stated)	0%	-4%[53 µM]	-14%	7%	8%	1%[53 µM]	14%	5%[10 µM]
O=[N+]([O-])c1cc(S(=O)(=O)NC2=NCCCCC2)ccc1Cl	1%	1%	8%	-2%	-4%	-2%	-7%	14%
COC(=O)c1[nH]c2ccc(Cl)cc2c1NC(=O)CCN1CCOCC1	5%	0%	3%	-4%	-5%	1%	0%	-19%[0.074 µM]
COc1cc(-c2nc(=S)[nH][nH]2)cc(OC)c1OC	-13%	-6%	10%	i	-10%	2%	-12%	-17%[10 µM]
N[C@H](C(=O)O)[C@H](OCc1ccccc1)C(=O)O	-1%	1%	x	-1%	-8%	-1%	-7%	-18%
Cc1cc(C)nc(SCC(=O)NC2CCCC2)n1	-4%	-3%	9%	9%	-7%	0%	-4%	14%[10 µM]
Cc1ccc(Cl)cc1NS(=O)(=O)c1cc2c3c(c1)CC(=O)N3CCC2	4%	-11%	x	x	5%	0%	2%	x
COc1ccccc1-c1nc(CNC(=O)NC2CCCCC2)c(C)o1	-3%	5%	x	x	0%	-2%	9%	x
O=C(NCCCN1CCOCC1)C1CC(=O)N(C2CCCCC2)C1 (configuration not stated)	6%	6%	-25%	14%	3%	-3%	3%	3%[0.074 µM]

Compound profiles (already shown). Order of values: Tau fibril FP	TRb-SRC2 inh	L3MBTL1 inh	RECQ1 helicase	Tau fluor cs	TR SRC2 fluor cs	Tau ThT inhib	HTT ATP protect
CCOc1ccc(Br)cc1CN(CC)CC is listed as -4%	2%	-4%	-3%	-12%	0%	-12%	8%[10 µM]
Cc1ccc(NCc2nc3ccccc3n2C)cc1 is listed as 7%	14%	37%[activator][11.4 µM]	8%	3%	-2%	7%	12%

More results
SMILES	Tau fibril FP	TRb-SRC2 inh	L3MBTL1 inh	RECQ1 helicase	Tau fluor cs	TR SRC2 fluor cs	Tau ThT inhib	HTT ATP protect
S=c1[nH]nc(-c2ccccn2)n1/N=C/c1ccc(-c2ccccc2Br)o1	14%	1%	x	-18%	-18%	-3%	u	4%
CCN(Cc1nc2ccccc2c(=O)[nH]1)Cc1nc2cc(OC)c(OC)cc2c(=O)[nH]1	1%	-1%	16%	-8%	9%	4%	-3%	1%[10 µM]
COc1cccc(CNC(=O)C2CCN(S(=O)(=O)c3cn(C)cn3)CC2)c1	6%	2%	x	x	3%	-2%	3%	x
CCCn1c(CCC(=O)Nc2ccc(C)c(Cl)c2)nc2cccnc21	7%	-4%	x	x	-29%	-1%	-8%	x
O=C(O)C(Cc1ccccc1)N1CCS(=O)(=O)CC1 (configuration not stated)	3%	-3%	x	-14%	-5%	-3%	-6%	2µM*
COc1c(Cl)cc(-c2noc(C)c2C(=O)NCc2ccccc2)cc1Cl	-5%	-16%	x	-16%	-25%	2%	-3%	-21%
O=C(CCc1nnc(C2CCCCC2)o1)N1CCC(Oc2cccnc2)CC1	-2%	-3%	3%	i	-2%	1%	-8%	-11%[10 µM]
O=C1CCCC=C1[C@@H](O)C1CCCCC1	-10%[11.6 µM]	1%[11.2 µM]	x	15%[11.5 µM]	-6%[11.6 µM]	1%[11.2 µM]	-10%[11.5 µM]	u
O=C(N/N=C\C=C\c1ccco1)C1COc2ccccc2O1 (configuration not stated)	-5%	-6%	x	-8%	-3%	-1%	x	-11%[10 µM]
COc1ccc(-c2nc(N3CCCCCC3)sc2C(=O)c2ccccc2)cc1	5%	1%	15%	-6%	-4%	-2%	-5%	-17%
CCN(CCS(=O)(=O)c1ccc(Cl)cc1)C(=O)Nc1ccccc1	3%	7%	1%	11%	-16%	1%	-11%	4%[10 µM]
CN(C)C(=O)c1c(NC(=O)c2ccco2)sc2c1CCCCC2	-4%	-13%	-2%	i	-6%	0%	-17%	-13%[10 µM]
O=[N+]([O-])c1cccc(C2=NCCC(c3ccccc3)O2)c1 (configuration not stated)	9%	0%	-10%	-9%	-20%	-4%	-14%	x
Cn1c(SCC(=O)c2ccccc2)nnc1-c1ccc(O)cc1	0%	3%	x	-2%	-11%	0%	-3%	4%
Cc1nc(C2CC(=O)OC23CCCCC3)cs1 (configuration not stated)	-2%	3%	5%	i	7%	1%	-2%	4%
COc1cccc(OCC(O)CN2CCN(c3ccccc3)CC2)c1 (configuration not stated)	u	8%	x	i	10%	-2%	-16%	8%[10 µM]
COc1ccc(Br)cc1[C@H]1[C@H]2C=CC[C@@H](C)[C@@H]2C(=O)N1Cc1ccccc1	-9%	-1%	x	-10%	-1%	0%	-11%	-36%[10 µM]
Clc1cccc(CSc2nnc(-c3ccccn3)n2Cc2ccco2)c1	4%	-16%	-7%	-13%	-16%	-4%	u	-10%
O=C(OCN1C(=O)c2ccccc2C1=O)c1ccco1	-3%	-8%	6%	-9%	1%	-2%	-7%	-22%
N#CCCCCN1c2cccc3cccc(c23)S1(=O)=O	5%	-8%	x	12%	-11%	0%	-7%	3%
Cc1ccccc1C(=O)Nc1ccc(S(=O)(=O)N2CCN(C)CC2)cc1	-8%	-17%	8%	-10%	0%	2%	3%	7%[10 µM]
Cc1cc(C)c(S(=O)(=O)N2CCCOC2CNC(=O)C(=O)NCc2ccccn2)c(C)c1 (configuration not stated)	-4%	4%	3%	-11%	-4%	0%	-4%	16%[10 µM]
O=C(CSC1CC(=O)N(CCc2ccccc2)C1=O)Nc1cccc(Cl)c1 (configuration not stated)	-1%	-2%	-28%	5%	3%	8%	5%	14%[10 µM]
Cc1nnc(SC(C)C(=O)NC2CCCc3ccccc32)n1-c1ccccc1 (configuration not stated)	1%	1%	-2%	-8%	-3%	-1%	-3%	-4%[10 µM]
O=C(O)CCS(=O)(=O)c1cc(Br)cc2c1N(C(=O)C1CC1)CC2	8%	7%	-7%	6%	5%	-1%	0%	7%[10 µM]
Nc1nc(-c2ccccc2)c(-c2ccccc2)s1	12%	-1%	0%	-15%	u	-1%	-4%	u
Cc1nnc(SCC(=O)NC2CCCCC2)n1C1CCCCC1	6%	10%	5%	4%	9%	-2%	3%	x
O=C(NC1CCCCCC1)c1cccc(COCC(F)(F)F)c1	-3%	-2%	5%	-5%	-8%	-9%	-6%	-9%[10 µM]
CCCC(=O)NCc1nc2ccccc2n1C	2%	2%	x	-1%	6%	2%	-1%	-9%
COCCNC(=O)c1cc2cc(Br)cc(Br)c2oc1=O	-11%	-1%	x	-18%	-8%	-1%	-7%	-17%
c1cnc(-c2nnc3n2CCCCC3)cn1	-4%	-5%	-2%	-12%	5%	-6%	-3%	-24%
O=C(NC1CCCC1)C(=O)N(Cc1cccnc1)C(C(=O)NCc1ccco1)c1ccccc1F (configuration not stated)	-4%	-2%	1%	-6%	-2%	-1%	-5%	-3%[10 µM]
CC(C)[C@H](NC(=O)OCc1ccccc1)C(=O)N[C@H](C=O)Cc1ccccc1	12%&1%	6%&-6%	x	0%	6%&2%	u	-3%&-5%	20%
CCOC(=O)c1c(C)[nH]c(C)c1C(=O)COC(=O)/C=C/c1ccc(OC(F)F)cc1	0%	-1%	-10%	2%	u	-4%	-17%	-3%[10 µM]
